# OXTR potentiate: human OXTR potentiators, primary screen, fluorescence, CHO-OTR cells, Fluo-8 calcium; Oxytocin receptor (Homo sapiens), P30559; Fluo-8 calcium fluorescence, potentiator mode; 0% = oxytocin EC15, 100% = EC100; activation, % at 3 µM; actives 0.061% (n = 320,000); AID 2445, 2010;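 active = activation above that plate's cutoff, the mean activation of tested compounds plus 3 SD, cut at about 6.6% in these data, passing the limit was not always enough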;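 note: 100% uses oxytocin at 75 nM as the full agonist control; some results filed as inactive read as strong as hits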
# Target sequence (P30559 whole entry, looked up): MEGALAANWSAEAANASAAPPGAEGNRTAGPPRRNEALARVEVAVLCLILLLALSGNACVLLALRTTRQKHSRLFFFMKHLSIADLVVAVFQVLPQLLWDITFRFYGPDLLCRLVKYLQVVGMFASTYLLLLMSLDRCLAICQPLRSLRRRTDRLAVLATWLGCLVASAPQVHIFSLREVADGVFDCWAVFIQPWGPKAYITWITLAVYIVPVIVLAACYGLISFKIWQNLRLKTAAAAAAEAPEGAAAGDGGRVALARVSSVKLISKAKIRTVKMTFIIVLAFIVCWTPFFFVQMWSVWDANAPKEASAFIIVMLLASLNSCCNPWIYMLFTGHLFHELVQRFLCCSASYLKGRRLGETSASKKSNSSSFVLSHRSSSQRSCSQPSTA
#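 assay system = CHO-OTR cells, human receptor | schedule = compound 6 min at room temperature before oxytocin, 100 s read | detection = Fluo-8 intracellular calcium fluorescence, ex 470-495, em 515-575 nm | evaluation = normalized max/min fluorescence ratio, % activation | control set = EC15 oxytocin alone as 0%, 75 nM oxytocin (EC100) as 100%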
# V1R ag counter: agonists of human V1a receptor, primary screen, counter-screen for OXTR agonist project, fluorescence, CHO-V1R cells. Vasopressin V1a receptor (Homo sapiens), P37288. Fluo-8 calcium fluorescence, agonist mode; 0% DMSO, 100% 3 nM vasopressin. activation, % at 3 µM. actives 0.25% (n = 320,000). AID 2797, 2010;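 active = activation above the mean activation of all tested compounds plus 3 SD, per screening run, cut at about 20% in these data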;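 note: signal is peak over basal fluorescence ratio across a 100 second FLIPR read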
# CHO-K1 Ca PAM: nonselective calcium activators in parental CHO-K1 cells, primary screen, counter-screen for M1 PAM project, cell-based, Fluo-8 calcium fluorescence, full deck, 1536-well; activation, % at 3 µM; actives 0.02% (n = 360,000); ATP EC20; 0% at ATP EC20, 100% at ATP max;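 active = activation above the run cutoff, the mean activation of all test compounds plus 3 SD, cut at about 40% in these data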;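 note: peak over basal fluorescence ratio in a 140 s read after ATP addition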
# OXTR ag: human OXTR agonists, primary screen, fluorescence, CHO-OTR cells, Fluo-8 calcium; Oxytocin receptor (Homo sapiens), P30559; Fluo-8 calcium fluorescence; normalized: DMSO 0%, oxytocin 100%; activation, % at 3 µM; actives 0.32% (n = 320,000); AID 2435, 2010;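 active = activation above the mean of all tested compounds plus 3 SD, cutoff set per screening run, cut at about 20% in these data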;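 note: peak over basal fluorescence ratio from a 100 s FLIPR kinetic read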
# GPR7 antag: GPR7 receptor antagonists, primary screen, cell-based, fluorescence, single concentration | GPR7-expressing cells, fluorescence antagonist assay | Neuropeptides B/W receptor type 1 (Homo sapiens), P48145 | actives 1.1% (n = 290,000) | inhibition, % at 4.4 µM; in the data active = inhibition above about 16%, passing the limit was not always enough;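 note: cells stimulated with the agonist NPW; 0% = agonist with vehicle and 100% = vehicle without agonist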
# Target sequence (P48145 whole entry, looked up): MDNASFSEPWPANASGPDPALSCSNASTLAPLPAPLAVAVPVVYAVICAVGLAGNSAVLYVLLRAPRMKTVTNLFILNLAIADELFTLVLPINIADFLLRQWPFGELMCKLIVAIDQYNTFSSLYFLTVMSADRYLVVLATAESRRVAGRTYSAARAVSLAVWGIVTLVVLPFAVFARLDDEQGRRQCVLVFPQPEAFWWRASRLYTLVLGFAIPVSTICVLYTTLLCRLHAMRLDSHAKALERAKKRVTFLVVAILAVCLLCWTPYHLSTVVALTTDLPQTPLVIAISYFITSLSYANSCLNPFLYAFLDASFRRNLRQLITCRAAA
# TAAR1 antag: human TAAR1 antagonists, primary screen, Fluo-8 calcium fluorescence, CHO RD-HGA16 cells. antagonist. inhibition, % at 3 µM. actives 1.5% (n = 360,000). AID 624466, 2012;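 active = inhibition above a per-plate cutoff, the mean inhibition of test compounds on that plate plus 3 SD, cut at about 49% in these data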;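 note: 0% = DMSO plus EC80 beta-PEA response and 100% = DMSO alone without agonist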
# Target sequence (Q96RJ0 whole entry, looked up): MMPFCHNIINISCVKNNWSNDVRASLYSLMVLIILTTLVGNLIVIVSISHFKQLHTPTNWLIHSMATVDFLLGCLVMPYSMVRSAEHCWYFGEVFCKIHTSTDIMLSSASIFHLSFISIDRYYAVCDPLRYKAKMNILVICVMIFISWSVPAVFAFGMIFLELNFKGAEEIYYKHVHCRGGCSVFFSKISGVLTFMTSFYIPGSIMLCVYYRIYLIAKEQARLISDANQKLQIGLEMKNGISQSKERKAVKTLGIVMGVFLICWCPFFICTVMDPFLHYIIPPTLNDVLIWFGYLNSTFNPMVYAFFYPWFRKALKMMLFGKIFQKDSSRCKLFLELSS
#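 Material: RD-HGA16 CHO cells with stable hTAAR1 and Gα16; Dosing: single nominal final test compound concentration of 3 µM; Schedule: seeding 17-24 h prior, 75-min 37 °C, 30-min RT dye loading; Detection: kinetic Fluo-8 calcium fluorescence measurement; Measure: % inhibition from peak post-agonist over basal fluorescence ratio; Benchmarks: vehicle and agonist controls.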
# M1 ag parental: counter-screen for M1 agonists: effect in parental CHO-K1 cells. Fluo-8 calcium fluorescence; scaled to maximal ATP response, vehicle zero. activation, % at 3 µM. actives 0.48% (n = 360,000); in the data active = activation above about 15%;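 note: untransfected CHO-K1 host cells lacking M1 receptor as counterscreen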
# CHO-K1 Ca antag: nonselective inhibitor or artifact in parental CHO-K1 cells; ATP-induced calcium, Fluo-8 fluorescence; inhibition, % at 3 µM; actives 0.6% (n = 360,000);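 active = inhibition above a per-plate cutoff, the plate's mean sample inhibition plus 3 SD, cut at about 24% in these data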;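 note: 0% = DMSO plus EC80 ATP and 100% = DMSO alone without ATP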
# CHO parental Ca: ATP-evoked calcium signal inhibitors, parental CHO, primary screen, counter-screen for OX1R antagonist project, cell-based, fluorescence, Fluo-8 calcium dye; inhibition, % at 5.6 µM; parental CHO-K1, ATP-induced calcium, Fluo-8 fluorescence; actives 0.63% (n = 330,000); AID 463079, 2010;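 active = inhibition above that plate's mean sample inhibition plus 3 SD, cut at about 26% in these data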;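 note: 0% = ATP-challenged DMSO wells and 100% = DMSO wells without ATP; some compounds past the cut are filed as inactive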
#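 material = parental CHO cells | also added = ATP as calcium-mobilizing challenge | dosing = single point at 5.6 µM | detection = intracellular calcium via Fluo-8 no-wash fluorescent dye | read-out = % inhibition | benchmarks = low control ATP plus DMSO, high control DMSO only | repeats = one well per compound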
# * hit, by the source's call; · = not tested or not shown.
# Start of the data: the first four entries, to show the layout:
# Value order: OXTR potentiate	V1R ag counter	CHO-K1 Ca PAM	OXTR ag	GPR7 antag	TAAR1 antag	M1 ag parental	CHO-K1 Ca antag	CHO parental Ca
1	CC(O)CNC(=O)c1ccc(-c2nn(C)c(=O)c3ccccc23)cc1 (stereo unspecified)
→ 1	0.5	18	0.6	-5	-6	0.6	-4	0
2	O=C(NCCc1ccccc1)c1nc2nc(-c3cccs3)cc(C(F)(F)F)n2n1
→ -6	-0.9	21	-2.8	-1	84*	1.0	3	-15
3	CSc1ccccc1NC(=O)CN(C)CC(=O)c1c(C)[nH]c2ccccc12
→ -8	5.2	12	4.9	·	5	1.9	-5	-20
4	CCCCN(C(=O)c1cc(S(=O)(=O)N2CCCCC2)ccc1Cl)c1c(N)n(CCC)c(=O)[nH]c1=O
→ ·	·	-2	·	·	-10	0.2	-15	·

# Main list, repeating the preview:
# Value order: OXTR potentiate	V1R ag counter	CHO-K1 Ca PAM	OXTR ag	GPR7 antag	TAAR1 antag	M1 ag parental	CHO-K1 Ca antag	CHO parental Ca
1	CC(O)CNC(=O)c1ccc(-c2nn(C)c(=O)c3ccccc23)cc1 (stereo unspecified)
→ 1	0.5	18	0.6	-5	-6	0.6	-4	0
2	O=C(NCCc1ccccc1)c1nc2nc(-c3cccs3)cc(C(F)(F)F)n2n1
→ -6	-0.9	21	-2.8	-1	84*	1.0	3	-15
3	CSc1ccccc1NC(=O)CN(C)CC(=O)c1c(C)[nH]c2ccccc12
→ -8	5.2	12	4.9	·	5	1.9	-5	-20
4	CCCCN(C(=O)c1cc(S(=O)(=O)N2CCCCC2)ccc1Cl)c1c(N)n(CCC)c(=O)[nH]c1=O
→ ·	·	-2	·	·	-10	0.2	-15	·
5	Cc1ccc(NC(=S)N2CCN(S(=O)(=O)c3ccccc3)CC2)cc1
→ ·	·	-12	·	-3	-24	1.3	-3	·
6	CC(OC(=O)/C=C/c1cccs1)C(=O)Nc1ccc(S(N)(=O)=O)cc1 (stereo unspecified)
→ 3	2.2	-17	1.9	9	6	0.8	7	8
7	O=C(Nc1ccc(Cl)cn1)c1ccccc1[N+](=O)[O-]
→ -5	1.7	23	0.2	-18	6	4.6	-10	-11
8	O=C(CCCOc1ccccc1)Nc1cccc(S(=O)(=O)N2CCOCC2)c1
→ -3	5.0	16	4.2	·	1	1.9	-13	-15
9	Cc1cc(C(=O)OCC(=O)NC2CCCC(C)C2C)c(C)o1 (stereo unspecified)
→ -8	-1.6	-11	-2.4	·	-19	-0.3	-2	-1
10	CCSC(=O)N=Nc1ccc(O)cc1
→ ·	·	1	·	·	4	0.2	-9	·
11	O=C(O)/C=C/C(=O)Nc1c(F)cccc1F
→ 5	0.8	-5	0.1	-12	-10	-0.6	7	0
12	O=C(CNS(=O)(=O)c1ccc(Br)cc1)OCc1cc(=O)n2cc(Br)ccc2n1
→ -6	-0.6	·	-0.1	0	2	·	·	-17
13	Cc1cc(C)c(NC(=O)c2ccccc2CCc2ccccc2)c(C)c1
→ -6	2.0	13	0.7	-6	46	1.0	-7	7
14	CC(Sc1nccn1C)C(=O)c1c(N)n(C)c(=O)n(C)c1=O (stereo unspecified)
→ -2	-0.7	-14	0.5	·	-26	-0.4	-1	-3
15	O=C(COc1cccnc1[N+](=O)[O-])N1CCN(C(=O)c2ccco2)CC1
→ 1	1.8	21	1.0	-5	-16	0.3	-13	-9
16	O=C(Nc1ccc2[nH]ncc2c1)c1ccc(F)cc1
→ -6	-0.6	12	-0.3	6	-4	-0.2	-11	-12
17	COc1cc(OC)cc(-c2c(-c3cccs3)c3cc(-c4ccc(N(C)C)nc4)ccc3n2C)c1
→ -2	0.1	4	-0.2	·	-13	1.1	-16	-26
18	Cc1ccc(C(=O)NC2CCCCC2)cc1
→ 4	-0.8	22	-1.5	1	-5	-0.8	-7	-8
19	Cc1ccc(NS(=O)(=O)c2ccc(-c3ccc(=O)[nH]n3)o2)cc1N(C)C
→ -8	0.6	1	0.4	5	-19	1.4	-10	4
20	CCOc1c(OC(C)=O)ccc(/C=C/c2ccc3cccc(OC)c3n2)c1[N+](=O)[O-]
→ -9	2.6	15	-1.1	-6	12	5.5	11	5

# Next part
cpd	structure	OXTR potentiate	V1R ag counter	CHO-K1 Ca PAM	OXTR ag	GPR7 antag	TAAR1 antag	M1 ag parental	CHO-K1 Ca antag	CHO parental Ca
21	COc1cc(C(C)=O)ccc1OCC(O)CN1CCN(c2ccc(C)c(C)c2)CC1 (stereo unspecified)	-18	1.9	22	12	1	-4	4.5	-15	-14
22	COC(=O)c1sccc1NC(=O)c1csc(C)c1	-2	-0.8	2	-2.0	-5	-16	-0.4	-20	-19
23	COc1ccc(N2C(=O)C(Cl)=C(N3CCCC(C)C3)C2=O)cc1 (stereo unspecified)	-5	-1.2	2	-1.5	-9	13	-0.1	4	-3
24	Nc1nc(SCC(=O)NC2CCCC2)[nH]c(=O)c1NC(=O)c1cccs1	-2	-0.2	-13	-0.5	-4	-7	-0.1	-9	1
25	Cc1ccc(-c2nnc(SCC(=O)N3CCCc4ccccc43)n2N)cc1	2	-1.3	24	-2.1	-6	-18	-0.2	-16	-28
26	C/C(=N\Nc1ccc(S(N)(=O)=O)cc1[N+](=O)[O-])c1ccco1	-18	3.1	12	-1.0	-11	3	4.1	-8	16
27	CCN1CCN(CCC(=O)Nc2cccc(C)c2)CC1	-2	-0.6	15	0.2	-13	1	0.7	-6	-1
28	CCCCNC(=O)CCn1c(=O)c2ccccc2n(Cc2ccc(Cl)cc2)c1=O	15*	1.5	22	-0.5	-2	-10	5.5	-8	-16
29	Cc1ccc(C(=O)N2NC(c3ccc(F)cc3)C3C(=O)N(c4ccc(C)c(C)c4)C(=O)C32)cc1 (stereo unspecified)	-5	15	18	14	-6	5	2.2	-3	-1
30	CCOC(=O)CN(C)C(=O)C1CCCN1C(=O)OC(C)(C)C (stereo unspecified)	5	0.4	7	0.2	·	1	1.1	-11	-12
31	O=C1c2cnc3nc(SCc4ccc(Cl)cc4)nn3c2CC2c3ccccc3CCN12 (stereo unspecified)	1	0.0	-1	0.5	-11	-10	-0.3	13	-18
32	COc1ccc(NC(=O)c2cc(N3C(=O)C4C5CCC(C5)C4C3=O)ccc2Cl)c(OC)c1 (stereo unspecified)	-12	4.3	-3	0.1	-4	-10	6.5	-17	-21
33	Cc1ccc(-n2nnnc2SCC(=O)NCC2(N3CCOCC3)CCCCC2)cc1	·	·	-7	·	·	-6	2.3	10	·
34	Cc1cccc(C)c1NC(=S)Nc1ccccc1C(=O)NCc1ccco1	-2	-0.2	17	-2.1	-4	12	4.9	-1	-14
35	C#CCOCCOCCOCCNc1nc(N2CCN(C(=O)CCCCCCCCCCNC(=O)Cn3cc(C[C@@H](C)O)nn3)CC2)nc(N2CCN(C(=O)CCCCCCCCCCNC(=O)[C@@H](CCC(=O)O)n3cc(CCCCCN)nn3)CC2)n1	-9	15	12	3.1	·	5	5.7	-14	-10
36	N#C/C(=C\c1ccccc1)C(=O)NNS(=O)(=O)c1cccc([N+](=O)[O-])c1	-2	1.3	10	1.6	·	-13	0.8	-8	0
37	OCc1cccc(-c2cnc3c(Nc4cccc(OC(F)(F)C(F)F)c4)nccn23)c1	·	·	1	·	·	60*	4.7	3	·
38	CCOc1cccc(CN2CCC(N3CCC(C(=O)NCC4CCCO4)CC3)CC2)c1 (stereo unspecified)	-4	1.4	6	0.2	-6	-2	1.1	-14	-1
39	CCCOc1ccc(-c2cc(C(F)(F)F)c(C#N)c(SCC(=O)O)n2)cc1	0	-0.8	-6	-1.8	-13	-12	-0.3	8	-9
40	COc1cc(Cl)c(C)cc1NC(=O)COC(=O)C1=COCCO1	-10	0.1	0	-0.5	·	8	4.7	10	-19
41	Nc1nc(Nc2ccc(Cl)cc2)nc(NCc2ccco2)c1[N+](=O)[O-]	1	-0.8	9	-2.6	-35	-38	7.0	-3	-34
42	COc1cc(NC(=O)CSCc2ccccc2)c(C(=O)O)cc1OC	-4	0.8	15	0.9	-2	-9	0.8	-3	-6
43	c1ccc(-c2ccc3[nH]ccc3c2)cc1	-1	0.1	-8	1.4	·	16	0.8	-1	-11
44	O=C(CCCC(=O)OCC(Cl)=C(Cl)Cl)Nc1ccc(F)cc1	-3	2.8	-10	-1.7	1	7	0.4	18	2
45	CC(C)c1ccc(S(=O)(=O)N2CCN(C(=O)c3cccc(S(=O)(=O)N4CCOCC4)c3)CC2)cc1	·	·	6	·	·	-5	7.3	-13	·
46	CC(=O)c1c(O)cc(=O)n(-c2ccccc2)c1-c1ccc(C)cc1	-9	-1.0	9	2.1	-2	6	0.6	-2	-4
47	CC(C)OCCCNC(=O)Cc1ccc(F)cc1	-19	-0.3	-4	-0.4	-3	-21	0.3	3	-6
48	CCCNC(=O)C1(C)CCN1C(=O)Cc1ccc(-c2ccccc2)cc1 (stereo unspecified)	·	·	-1	·	·	-21	5.2	10	·
49	O=C(NC(=S)Nc1cccnc1)c1cccs1	-9	-0.5	1	-0.3	-7	-7	0.9	-16	-20
50	O=C(Cn1nc(Cc2ccncc2)c2ccccc2c1=O)Nc1cccnc1Cl	-14	-0.8	6	-0.3	-10	-6	0.2	-15	-2
51	COc1ccc(COC(=O)c2nc3nc(C)cc(C)n3n2)cc1F	-7	0.8	10	-0.5	-18	-14	-0.1	-3	-13
52	COc1cc(NC(=O)CSc2nc(=O)n(CCN3CCOCC3)c3c2CCCC3)cc(OC)c1	-2	-0.9	-4	-2.2	·	-21	-0.7	-1	-18
53	COc1ccc(OC)c(NC(=O)COC(=O)CN2C(=O)NC3(CCCC3)C2=O)c1	1	0.1	-1	-1.0	·	-9	0.5	-11	-1
54	Cc1cccc(N=C2N=C(N)c3ccccc32)c1	0	-0.6	8	5.7	17	13	0.3	-1	-6
55	COc1ccc(-c2c(NC(=O)C(C)C)n(C)c3ccccc3c2=O)cc1	-3	0.6	20	-0.7	-4	-2	0.4	-10	4
